MK inhibit = S. pneumoniae mevalonate kinase inhibition. purified MK, PK/LDH-coupled NADH absorbance 340 nm. 65,000 compounds, 0.48% hits. inhibition, % at 10 µM;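 active = ranked among the strongest by inhibition in the single 10 µM screen, a fixed top-ranked set picked for dose follow-up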; also: no value below 0 was filed
LYP inhibition = LYP phosphatase inhibitors, primary screen, biochemical, DiFMUP fluorescence, recombinant catalytic domain, 10 µM (AID 606) | recombinant LYP catalytic domain, DiFMUP fluorescence; higher % means a stronger effect | inhibition, % at 10 µM; hits with a dose series show IC50 in µM | 52,000 tested, under 10 active;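 active = IC50 under 40 µM in the dose-response test; inactive = IC50 of 40 µM or more, or never dose-tested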
KRASV12 cytotoxicity = cytotoxicity in KRAS-transformed pancreatic duct cells, primary screen, cell-based, fluorescence, HTS (AID 431) | HPDE-C7K KRASV12 cells, Alamar Blue viability, 48 h; higher % means a stronger effect | cytotoxicity, % at 10 µM, or EC50 in µM where a hit was titrated | 63,000 compounds, 1.7% hits;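 active = compounds whose percent cytotoxicity in the single-dose primary screen, scaled between solvent and toxic-drug controls, exceeds 50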;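 also: 0% = DMSO solvent wells and 100% = doxorubicin-treated wells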
Bfl-1 displacement = Bfl-1 inhibitors, primary screen, biochemical, fluorescence polarization, FITC-Bid, mouse (AID 432). FITC-Bid BH3 peptide fluorescence polarization displacement; higher % means a stronger effect. 64,000 compounds, 0.02% hits. one-dose displacement, % at 20 µM; IC50 in µM for titrated hits; in the data active = a potency from the dose series; inactive = the rest, 99 in 100 with displacement below about 15%; also: strong numbers were not always called active
HT1080 cytotoxicity = HT1080 cell viability loss – fluorescence readout (AID 620); HT1080 viability, fluorescence; higher % means a stronger effect; 87,000 compounds, 0.42% hits; cytotoxicity, % at 10 µM; hits with a dose series show EC50 in µM;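 also: cells exposed to compound overnight then 4 h with Alamar Blue; 0% = vehicle DMSO and 100% = killing control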
Spn PMK inh = inhibitors of Streptococcus pneumoniae phosphomevalonate kinase | purified PMK, PK/LDH-coupled NADH absorbance 340 nm | inhibition, % at 10 µM | 65,000 compounds, 0.49% hits | AID 539;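 active = top-ranked compounds by inhibition in the single 10 µM screen, taking a fixed number of the strongest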;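 also: 0% = full reaction with DMSO carrier and 100% = background rate without enzyme reaction; no value below 0 was filed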
DPM-DC inhibit = inhibitors of Streptococcus pneumoniae diphosphomevalonate decarboxylase; purified DPM-DC, PK/LDH coupled NADH fluorescence; calls only at 10 µM; 65,000 compounds, 0.49% hits; AID 556;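 active = the 320 compounds with the highest percent inhibition in the single-dose primary screen, excluding strongly autofluorescent ones, cut at about 32% in these data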;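 also: kinetic rate of NADH fluorescence loss reporting ADP formed by the decarboxylase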
TNAP inhibition = human TNAP enzyme inhibitors, biochemical, luminescent (AID 518); purified TNAP enzyme, luminescent substrate readout; higher % means a stronger effect; inhibition, % at 20 µM; hits with a dose series show IC50 in µM; 64,000 compounds, 0.09% hits; in the data active = a potency from the dose series; inactive = the rest, 99 in 100 with inhibition below about 22%;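 also: plate controls were vehicle for no effect and reference inhibitor for full effect; many of its hits are not listed in these tables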
HPDE-C7 viability = HPDE-C7 pancreatic duct cell viability loss – fluorescence, HTS (AID 430) | HPDE-C7 pancreatic duct cells viability, fluorescence; higher % means a stronger effect | cytotoxicity, % at 10 µM; hits with a dose series show EC50 in µM | 63,000 compounds, 1.8% hits;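 also: cells exposed to compound for 48 hours before viability readout; 0% = vehicle and 100% = reference cytotoxic drug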
Spn PMK inh pilot replicates = further read-out of Spn PMK inh, marked with its call; inhibition, %; measured here: pilot screen replicates
MK inhibit pilot replicates = further read-out of MK inhibit, marked with its call; inhibition, %; measured here: pilot screen replicates
DPM-DC inhibit pilot screen % = recorded beside DPM-DC inhibit, whose call it bears; inhibition, %; measured here: pilot screen trials
* marks the source's active call; other numbers are inactive results; i = inactive; · = no result given. Rule as the data show it, unless noted: active = cytotoxicity above about 50%; inactive = the rest.

SMILES	MK inhibit	LYP inhibition	KRASV12 cytotoxicity	Bfl-1 displacement	HT1080 cytotoxicity	Spn PMK inh	DPM-DC inhibit	TNAP inhibition	HPDE-C7 viability	others
COc1ccc(N2CCN(C(c3ccccc3OC)c3nnnn3C3CCCC3)CC2)cc1 (stereo not given)	11	8%	-3%	0%	8%	6	i	10%	-4%
Cc1noc(/C=C/N(C)C)c1S(=O)(=O)N1CCCC(C(=O)NCc2cccs2)C1 (stereo not given)	5	-4%	-1%	3%	2%	11	i	8%	-14%
CCc1nnc(NS(=O)(=O)c2ccc(N3C(=O)C4CC=C(Cl)CC4C3=O)cc2)s1 (stereo not given)	7	4%	-6%	7%	·	6	i	2%	-6%
O=C(Nc1cccnc1)c1ccc(NC(=O)c2ccco2)cc1	4	-6%	24%	-3%	3%	2	i	5%	27%
O=C(c1ccc(F)cc1)N1C2CCC1CC(O)(c1ccccc1F)C2 (stereo not given)	4	·	1%	-10%	3%	18	i	8%	4%
CC(C)(C)n1ncc2c(=O)n(CC(=O)NC3CCCCC3)cnc21	5	·	-4%	-6%	-3%	7	i	6%	-15%
CN(C1CCCCC1)S(=O)(=O)c1ccc(Cl)c(C(=O)O)c1	0	-2%	-18%	3%	-4%	14	i	4%	-28%
Cc1cc(NC(=O)CCCS(=O)(=O)c2nc(-c3cccs3)cc(C(F)(F)F)n2)no1	3	1%	4%	1%	16%	13	·	12%	4%
CC(=O)c1sc2ccccc2c1OC(=O)c1ccco1	11	-19%	-12%	0%	1%	6	i	-3%	-1%
COc1ccc(N2CC(C(=O)NCCC3=CCCCC3)CC2=O)cc1 (stereo not given)	5	·	-1%	-5%	1%	3	i	5%	5%
CCN1CCN(C(=O)c2cc3cc4cc(OC)ccc4nc3s2)CC1	0	3%	-14%	-1%	-1%	20	i	1%	-15%
Cc1cc(C(=O)CSc2nnc(-c3ccccc3F)o2)c(C)n1Cc1cccs1	8	-1%	3%	0%	-6%	0	i	11%	-12%
COc1ccc(S(=O)(=O)NC(CC(=O)NCC2CCCO2)c2ccco2)cc1 (stereo not given)	5	13%	-9%	-3%	0%	3	i	6%	-18%
CCN(CCO)c1ccc(-n2c(N)c(C(=O)OC)c3nc4ccccc4nc32)cc1	0	·	3%	-1%	-1%	19	i	7%	19%
CCC(=O)Nc1nc2ccccc2n1Cc1ccccc1C	2	5%	3%	3%	-5%	1	i	3%	20%
Cc1ccc(C2CC(c3ccco3)n3ncnc3N2)cc1 (stereo not given)	·	1%	-12%	0%	-2%	·	·	2%	-19%
COC(=O)C1=C(CSCc2ccco2)NC(=O)NC1c1cc(C)ccc1C (stereo not given)	7	13%	12%	4%	-3%	13	i	18%	-4%	Spn PMK inh pilot replicates=0.0;MK inhibit pilot replicates=4.0;DPM-DC inhibit pilot screen %=6.0
CCOc1ccccc1CN1C(=O)c2ccccc2C1C(=O)NCC1CCCO1 (stereo not given)	0	2%	-8%	-1%	16%	15	i	8%	-13%	Spn PMK inh pilot replicates=0.0;MK inhibit pilot replicates=0.0;DPM-DC inhibit pilot screen %=0.0
Cc1ncoc1C(=O)Nc1nccs1	7	·	-12%	-3%	4%	12	i	8%	-11%
CCCNC(=O)NC(=O)CSc1nc2ccccc2n1CC(C)C	0	13%	1%	-8%	1%	14	i	13%	-10%
COc1ccc(NC(=O)c2c(C)oc3c2CCCC3)cc1	18	-3%	-6%	0%	5%	9	i	8%	-22%
Cc1cc2c(C)cc(=O)oc2c2c1NCCC2	12	7%	14%	11%	8%	1	·	-14%	3%
O=C(c1ccco1)N1CCN(S(=O)(=O)Cc2ccc(Cl)cc2)CC1	3	12%	2%	-6%	4%	7	i	9%	8%
Cc1nonc1NC(=O)c1ccccc1Br	2	·	-16%	-3%	-2%	0	i	7%	-15%	Spn PMK inh pilot replicates=1.0;MK inhibit pilot replicates=0.0;DPM-DC inhibit pilot screen %=1.0
CCn1cc(C(=O)Nc2ccc(C(=O)N3CCCC3)cc2)c(=O)c2ccc(C)nc21	3	·	-2%	-1%	8%	6	i	4%	0%
CC(=O)NC1C(=O)N=C(SCc2ccccc2)NC1=O (stereo not given)	5	·	6%	0%	·	0	i	6%	5%
COc1ccccc1-c1nc(C(F)(F)F)c(OC)o1	1	13%	-19%	6%	-2%	14	i	14%	-24%	Spn PMK inh pilot replicates=3.0;MK inhibit pilot replicates=1.0;DPM-DC inhibit pilot screen %=5.0
O=C(Nc1nccs1)c1ccc(NC(=O)c2ccco2)cc1	3	8%	-6%	-3%	8%	6	i	12%	0%
Brc1cc(Br)c2ncnc(N3CCCCC3)c2c1	9	6%	4%	0%	13%	7	i	3%	11%
O=C(NC1C2CC3CC(C2)CC1C3)C1CC1 (stereo not given)	0	-2%	-10%	0%	0%	0	i	-4%	-17%
Cc1cccc(Cn2c(N(C)CCO)nc3c2c(=O)[nH]c(=O)n3C)c1	10	4%	-7%	-3%	0%	0	i	11%	-3%
COc1cc(C2C(C#N)=C(N)Oc3n[nH]c(-c4ccccn4)c32)cc(OC)c1OC (stereo not given)	0	·	-1%	4%	-3%	16	i	-10%	-5%
CC(C)(C)SCCNC(=O)CN1C(=O)c2ccccc2S1(=O)=O	1	-5%	17%	-8%	-7%	5	i	15%	1%	Spn PMK inh pilot replicates=3.5;MK inhibit pilot replicates=4.0;DPM-DC inhibit pilot screen %=6.5
CCCN(CCC)c1nc(C)cc(C(C#N)c2nc3ccccc3o2)n1 (stereo not given)	5	·	-2%	-7%	-9%	8	i	-21%	-7%
CCOCCCNC(=O)CN1C(=O)CSc2ccccc21	10	-3%	-12%	-3%	2%	8	i	8%	-7%
CN(C)S(=O)(=O)c1ccc(/C(O)=C2/C(=O)C(=O)N(Cc3cccnc3)C2c2ccco2)cc1 (stereo not given)	8	-5%	-13%	-7%	14%	11	i	-1%	-13%
Cc1cc(=O)n2nc(-c3ccccc3)sc2c1C#N	4	-6%	-17%	-8%	4%	0	i	0%	-18%
CC(C(=O)N1CCCCC1)n1sc2ccccc2c1=O (stereo not given)	9	-2%	-18%	-5%	-14%	12	i	13%	-8%	Spn PMK inh pilot replicates=1.0;MK inhibit pilot replicates=0.0;DPM-DC inhibit pilot screen %=6.0
Cc1cc(NC(=O)COc2ncnc3sc(C)c(C)c23)no1	10	6%	-5%	-3%	4%	2	i	8%	1%	Spn PMK inh pilot replicates=7.0;MK inhibit pilot replicates=3.0;DPM-DC inhibit pilot screen %=2.0
CN1CCN(CCCNC(=O)c2cc3c(=O)oc4ccccc4c3s2)CC1	0	18%	-20%	4%	-4%	10	i	5%	-13%
O=C1CCc2cc(S(=O)(=O)N3CCN(c4cccc(Cl)c4)CC3)ccc2N1	0	5%	-6%	-6%	0%	10	i	4%	-4%
CC(C)NC(=O)C(C)n1cccc1C(=O)c1ccccc1 (stereo not given)	0	11%	-4%	-12%	-7%	19	i	8%	-7%
COc1cc(C(=O)N2CCN=C2c2ccccc2)cc(OC)c1OC	0	5%	-2%	-5%	-6%	0	i	8%	-7%
CN(C)c1nc2n(c(=O)n1)C(C#N)CS2 (stereo not given)	1	10%	-12%	2%	0%	0	i	12%	10%
Cc1ccc2[nH]c(=O)c(C(c3nnnn3C(C)(C)C)N(Cc3ccco3)CC3CCCO3)cc2c1 (stereo not given)	3	·	17%	-5%	-1%	4	i	12%	13%
O=C(NC1CCCC1)c1cnn2c(C(F)(F)F)cc(-c3ccc4c(c3)OCO4)nc12	0	-6%	-1%	-23%	-2%	15	i	9%	-17%
COC(=O)c1ccc(N2CCN(C)CC2)c(NC(=O)COc2ccc(OC)cc2)c1	5	·	15%	2%	5%	13	i	11%	-1%
Cc1cccc2nc(Cn3c(=O)n(CCC(=O)NCc4ccco4)c(=O)c4sccc43)cc(=O)n12	8	14%	2%	-9%	15%	17	i	2%	0%
CCC(C)[C@H](NC(=O)NCc1cccs1)C(=O)O (stereo not given in full)	8	·	32%	-9%	9%	5	i	12%	-8%
O=C(OCC(=O)N1CCCC1)c1ccco1	4	8%	1%	-1%	-2%	10	i	7%	-1%

The list goes on.
SMILES	MK inhibit	LYP inhibition	KRASV12 cytotoxicity	Bfl-1 displacement	HT1080 cytotoxicity	Spn PMK inh	DPM-DC inhibit	TNAP inhibition	HPDE-C7 viability	others
Cc1cc(S(=O)(=O)N(Cc2ccc(F)cc2)CC2CCCO2)ccc1-n1cnnn1 (stereo not given)	4	-17%	0%	-1%	0%	0	i	6%	8%
O=C(N1CCN=C1SCc1cccnc1)C12CC3CC(CC(C3)C1)C2	7	6%	-2%	-4%	0%	16	i	6%	-7%
Cc1cccc(C)c1NC(=O)CSCC(=O)c1ccc(O)c(O)c1	5	·	14%	11%	4%	3	i	25%	24%
Cc1nc(=O)c(-c2ccccc2)c(C)n1CC1CCCO1 (stereo not given)	1	1%	-12%	-7%	6%	14	i	9%	-8%
O=C1Nc2ccccc2C(O)(C(=O)NCc2ccc3c(c2)OCO3)N1c1ccccc1 (stereo not given)	11	-7%	-4%	4%	-2%	0	i	3%	-15%
Cc1cnc(NC(=O)COc2ccccc2)s1	0	·	2%	0%	-4%	11	i	8%	2%
COc1cccc(OCC(O)CN2CCN(CCO)CC2)c1 (stereo not given)	4	11%	2%	-2%	-3%	16	i	10%	5%	Spn PMK inh pilot replicates=1.5;MK inhibit pilot replicates=0.0;DPM-DC inhibit pilot screen %=0.0
CCCC(=O)N1CC(=O)Nc2ccc(C)cc2C1c1ccc(F)cc1 (stereo not given)	0	0%	14%	0%	-4%	0	i	12%	7%	Spn PMK inh pilot replicates=4.0;MK inhibit pilot replicates=5.5;DPM-DC inhibit pilot screen %=1.0
CO/C([O-])=N/c1c[n+](-c2ccc(C)cc2)no1	0	-4%	-11%	-4%	-3%	20	i	11%	-5%	Spn PMK inh pilot replicates=2.0;MK inhibit pilot replicates=0.0;DPM-DC inhibit pilot screen %=4.0
CCOC(=O)c1c(NC(=O)Cc2cccs2)sc(C)c1C	10	·	-3%	-10%	-7%	0	i	17%	1%
COC(=O)C1=C(C)NC(=O)NC1c1cc(Cl)ccc1OC (stereo not given)	11	6%	·	0%	13%	13	i	3%	·

Entries above with a tert-butyl group, in the order listed:
SMILES	MK inhibit	LYP inhibition	KRASV12 cytotoxicity	Bfl-1 displacement	HT1080 cytotoxicity	Spn PMK inh	DPM-DC inhibit	TNAP inhibition	HPDE-C7 viability	others
CC(C)(C)n1ncc2c(=O)n(CC(=O)NC3CCCCC3)cnc21	5	·	-4%	-6%	-3%	7	i	6%	-15%
CC(C)(C)SCCNC(=O)CN1C(=O)c2ccccc2S1(=O)=O	1	-5%	17%	-8%	-7%	5	i	15%	1%	Spn PMK inh pilot replicates=3.5;MK inhibit pilot replicates=4.0;DPM-DC inhibit pilot screen %=6.5
Cc1ccc2[nH]c(=O)c(C(c3nnnn3C(C)(C)C)N(Cc3ccco3)CC3CCCO3)cc2c1 (stereo not given)	3	·	17%	-5%	-1%	4	i	12%	13%

Compound activity as filed in PubChem.
